# High-throughput results from PubChem.
# proCasp7 act – counter-screen: procaspase-7 (human) activation; P55210; recombinant procaspase-7, Ac-DEVD-pNA absorbance 405 nm; D23A/D198A/D206A triple mutant, cannot self-cleave; scale: DMSO 0, 5 µM enzyme 100; activation, % at 8.5 µM; 330,000 tested, 0.093% active;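 active = percent activation above the screen-wide mean plus 3 SD, cut at about 25% in these data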
# Target sequence (P55210 whole entry D23A/D198A/D206A): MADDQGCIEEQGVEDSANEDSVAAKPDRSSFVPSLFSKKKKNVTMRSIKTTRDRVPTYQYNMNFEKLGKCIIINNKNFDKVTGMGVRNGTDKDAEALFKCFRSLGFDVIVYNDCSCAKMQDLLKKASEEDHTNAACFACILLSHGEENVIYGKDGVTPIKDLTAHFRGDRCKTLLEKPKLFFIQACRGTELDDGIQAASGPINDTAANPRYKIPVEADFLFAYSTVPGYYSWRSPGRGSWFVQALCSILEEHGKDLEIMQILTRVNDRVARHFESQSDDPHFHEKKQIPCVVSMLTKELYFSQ
#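 Assay system: Uncleavable procaspase-7 mutant enzyme | Input: 2 µM procaspase-7 mutant as dispensed | Timing: 1 h compound preincubation, 2 h substrate cleavage, 25 °C | Repeats: One well per compound | Control set: DMSO wells as 0%, DMSO with 5 µM added PC-7 as 100% | Technique: Epi-absorbance of released pNA at 405 nm, two timepoints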
# TPT1 inh – inhibitors of Candida albicans tRNA 2'-phosphotransferase TPT1. inhibition, % at 5 µM. AID 1962. recombinant caTPT1, FP RNA substrate dephosphorylation. 300,000 tested, 0.81% active;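 active = inhibition above the mean of all tested compounds plus 3 SD, set per screening campaign, cut at about 24% in these data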;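 also: plate controls were DMSO alone for no effect and ferristatin control at 100 nM for full effect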
# HCV core dimer – blocks dimerization of HCV core protein; inhibition, % at 5 µM; TR-FRET GST/Flag-core106 dimerization, 1536-well; 300,000 tested, 0.33% active; AID 1899;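 active = inhibition above the mean of all tested compounds plus 3 SD, set per screening campaign, cut at about 45% in these data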
#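 Assay system: GST-tagged and Flag-tagged HCV core protein residues 1-106 / Times: compound-protein-antibody incubation 4 h at 22.5 °C / Signal: time-resolved FRET, ex 340 nm, em 617 and 671 nm / Evaluation: % inhibition based on acceptor/donor emission ratio / Benchmarks: wells lacking GST-core106 and wells with excess unlabelled core106 / Repeats: singlicate, one well per compound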
# PAFAH2 FP inh – PAFAH2 (human) inhibition | recombinant PAFAH2, FP-rhodamine activity probe, fluorescence polarization | inhibition, % at 3.39 µM | 340,000 tested, 0.99% active;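 active = inhibition above the mean over all tested compounds plus 3 SD, cut at about 30% in these data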;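 also: inhibitors block probe labeling of enzyme so polarization drops; 0% = enzyme with DMSO and 100% = wells lacking PAFAH2 protein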
# AHR activator – human AHR activation; P35869; 320,000 tested, 2.5% active; AHR-responsive luciferase reporter cells, luminescence; activation, % at 5 µM; in the data active = activation above about 47%;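 also: 0% = vehicle wells and 100% = reference agonist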
# CTSL1 counter – blocks F. hepatica cathepsin L1 in PFM18AAP counter-screen | 300,000 tested, 0.49% active | recombinant F. hepatica cathepsin L1, Z-Leu-Arg-MCA fluorescence | inhibition, % at 5.96 µM;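 active = inhibition above the mean of all tested compounds plus 3 SD, set per screening campaign, cut at about 17% in these data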;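 also: 0% = plate median of test compound wells and 100% = 1 µM Z-Phe-Ala-diazomethylketone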
# PP1 counter – blocks human PP1-alpha phosphatase, a PP5 counter-screen. inhibition, % at 6.7 µM. purified PP1alpha, OMFP fluorescence. 320,000 tested, 0.9% active. AID 2235;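 active = inhibition above the mean inhibition of all tested compounds plus 3 SD, computed separately for each screening campaign, cut at about 15% in these data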
# PP5 primary – blocks human protein phosphatase 5 activity; AID 1987; 320,000 tested, 0.18% active; purified PP5c, OMFP substrate fluorescence; inhibition, % at 6.7 µM;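 active = inhibition above the campaign's mean inhibition across all tested compounds plus 3 SD, cut at about 9.5% in these data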;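 also: 0% = DMSO only and 100% = 100 µM cantharidin control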
# Target sequence (P53041 whole entry, looked up): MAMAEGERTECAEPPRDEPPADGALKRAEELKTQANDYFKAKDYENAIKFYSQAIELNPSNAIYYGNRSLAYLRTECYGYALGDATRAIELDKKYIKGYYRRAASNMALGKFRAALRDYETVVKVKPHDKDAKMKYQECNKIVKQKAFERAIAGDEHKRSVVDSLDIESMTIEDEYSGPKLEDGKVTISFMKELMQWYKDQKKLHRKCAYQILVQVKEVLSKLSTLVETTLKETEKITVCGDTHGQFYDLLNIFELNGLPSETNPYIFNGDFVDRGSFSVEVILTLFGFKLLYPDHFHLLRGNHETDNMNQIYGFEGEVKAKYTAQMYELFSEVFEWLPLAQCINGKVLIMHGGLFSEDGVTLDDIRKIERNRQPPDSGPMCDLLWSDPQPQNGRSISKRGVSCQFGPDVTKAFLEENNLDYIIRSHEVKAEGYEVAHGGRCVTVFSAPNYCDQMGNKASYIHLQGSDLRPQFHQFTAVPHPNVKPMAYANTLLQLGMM
# procasp3 activ – activators of human procaspase-3; recombinant procaspase-3 D3A, Ac-DEVD-pNA absorbance 405 nm; P42574; AID 463141; activation, % at 8.5 µM; 330,000 tested, 0.11% active;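 active = activation above the mean of all tested compounds plus 3 SD, cut at about 21% in these data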;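 also: 0% = DMSO alone and 100% = DMSO wells spiked with extra 5 µM PC-3 D3A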
# Target sequence (P42574 whole entry D9A/D28A/D175A): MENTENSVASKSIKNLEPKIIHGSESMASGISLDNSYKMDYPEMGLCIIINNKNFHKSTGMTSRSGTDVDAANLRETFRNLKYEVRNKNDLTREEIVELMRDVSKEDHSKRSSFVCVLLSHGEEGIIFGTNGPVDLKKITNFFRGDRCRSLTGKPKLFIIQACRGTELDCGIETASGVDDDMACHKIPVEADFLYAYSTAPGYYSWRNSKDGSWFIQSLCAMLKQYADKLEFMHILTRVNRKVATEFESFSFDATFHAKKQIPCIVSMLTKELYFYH
#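 Technique: 405 nm absorbance of p-nitroaniline, reads at 0 and 120 min; Test system: Procaspase-3 D3A mutant; Incubation: 1 h enzyme-compound preincubation, then 2 h substrate reaction, 25 °C; Repeats: singlicate, each compound tested once; Benchmarks: low control DMSO wells, high control DMSO plus 5 µM PC-3 D3A.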
# Numbers without * were called inactive; . = no result given; & = joins results of further samples.
# Every second line gives: CTSL1 counter, PAFAH2 FP inh, PP1 counter, AHR activator, HCV core dimer, proCasp7 act, TPT1 inh, procasp3 activ, PP5 primary
> Cc1cccc(N(C(=O)c2csnn2)C(C(=O)NC(C)(C)C)c2cccs2)c1 (stereo not drawn)
  -3, 3, -2, -1, 5, 10, -2, -3, 1.9
> CCc1c(C(=O)NC2CCCCC2)[nH]c(C)c1C(C)=O
  -1, 1, 1, -13, 1, 5, -1, 6, -0.5
> O=C(Cn1c[n+](CC(=O)c2ccc([N+](=O)[O-])cc2)cn1)c1ccc([N+](=O)[O-])cc1
  10&13, 4&9, 1&7, 1&3, -3&2, -16&-10, -3&2, -5&-3, -1.6&-0.8
> O=C(CSc1nnc(-c2ccco2)o1)NC1CC2CCC1C2 (stereo not drawn)
  -2, 1, -5, 5, -7, 13, -1, 8, -0.6
> Cc1cc(C(=O)CSc2nnc(-c3ccco3)o2)c(C)n1-c1ccc2c(c1)OCCO2
  -5, 2, 9, 2, 38, -3, 5, -13, 3.1
> CS(=O)(=O)c1ccc2nc(NC(=O)C3CC(=O)N(c4ccc(F)cc4)C3)sc2c1 (stereo not drawn)
  0, 2, 1, 2, 9, 7, 3, 5, 1.1
> CC(=O)c1cc2c(cc1NC(=O)CSc1ccc(S(=O)(=O)N(C)C)cn1)OCO2
  ., 6, 1, 8, ., -10, ., -12, 0.4
> Cc1cccc(N2CCN(C(=S)c3ccc([N+](=O)[O-])cc3)CC2)c1
  4, 7, 0, -1, 3, -13, 4, -18, 1.3
> Cc1ccc(C(=O)CCC(=O)NNC(=O)c2ccccc2O)cc1
  ., 10, -5, 3, ., 5, ., 11, -1.5
> C=CCn1c(SCc2nc(N)nc(N(C)C)n2)nnc1-c1cccnc1
  2, 4, -1, 4, -10, 8, 3, -6, 1.2
> CN(C)S(=O)(=O)c1cccc(C(=O)N=C2N=C3C=CC(Cl)=CN3Cc3ccccc32)c1
  1, -3, 0, 97*, 3, 15, 2, -8, 0.4
> CCOC(=O)C1CCN(C(=O)/C(C)=C\c2ccccc2)CC1
  0, -6, -3, 6, 0, 3, 1, 5, 1.8
> O=C(c1cc(-c2ccc(Cl)cc2)n(-c2ccc(Cl)cc2)n1)N1CCOCC1
  1, -1, -1, 4, 0, -8, 3, -4, 13*
> CCOC(=O)C1CCCN(C2CC(=O)N(c3ccccc3)C2=O)C1 (stereo not drawn)
  1, -5, 0, -2, -9, -20, -1, -27, 2.2
> O=C(COc1ccc(Cl)cc1)N(Cc1ccc(F)cc1)C1CCS(=O)(=O)C1 (stereo not drawn)
  -5, 3, 7, 1, -5, 3, -2, -2, -0.8
> COc1ccc(CC(=O)Nc2ccc(S(=O)(=O)Nc3nccs3)cc2)cc1
  -2, 18, 2, 1, -2, -5, -2, 1, 3.2
> COC(CNS(=O)(=O)c1cccc2nonc12)OC
  -4, 5, -2, -3, 9, 2, -2, -3, 1.1
> CC1(C)CC(=O)N(CC(=O)O)c2ccccc2S1
  0, 0, -1, 1, 1, 12, -1, 4, -2.3
> CC(=O)N1CCN(C(=O)COC(=O)CNC(=O)c2ccccc2C)CC1
  -5, 4, -1, -1, -1, -2, -1, -5, -1.8
> Cc1ccc(C)c(N2CCN(S(=O)(=O)c3c(C)[nH]c(C)c3C(=O)N3CCCC3)CC2)c1
  1, -5, -1, 19, -3, -10, 2, 3, 3.2
> O=C(C1CC1)N1CCc2cc(S(=O)(=O)N3CCN(c4ccccc4)CC3)ccc21
  -2, -2, 4, 1, 8, 14, 1, 1, 1.1
> COCCN(Cc1ccccc1)P(=O)(O)c1ccccc1OCC(=O)O
  -4, 6, 0, 1, 0, 4, 0, 2, 0.7
> CCOC(=O)CSc1nc2cc(S(=O)(=O)Nc3ccccc3OC)ccc2o1
  3, 2, -3, 0, -2, -2, -1, 8, 0.3
> CCCOc1ccccc1C1C(C(=O)OC)=CN(C(C)C)C=C1C(=O)OC
  3, -2, 1, 3, 1, 2, -1, 2, 4.1
> O=C(/C=C1\NC2(CCCC2)Cc2ccccc21)C(=O)N/N=C/c1ccc(O)c(O)c1
  2, 34*, 2, 1, 15, -7, 3, -16, 4.6
> O=C(NCCCN1CCCC1=O)Nc1ccc([N+](=O)[O-])cc1
  -4, -1, 0, 1, -1, 10, 2, -2, 3.1
> CCCOC1CCCN(C(=O)c2ccc(OC3CCN(C(=O)COC)CC3)cc2)C1 (stereo not drawn)
  -1, -6, -6, -4, 0, 2, 1, 6, 3.2
> CCc1ccc(S(=O)(=O)c2cn(C)c3cc(OC)c(OC)cc3c2=O)cc1
  3, 7, -4, 2, 2, -7, 4, 3, -1.9
> O=C1c2cccc3c(O)ccc(c23)C(=O)N1Cc1ccccc1
  2, 50*, -44, 21, -12, -22, -47, -5, -30
> COc1ccccc1NS(=O)(=O)c1ccc(C)c(C(N)=O)c1
  -3, 3, -2, 0, 2, 0, -5, 0, 1.1
> N#CCCN(Cc1cccnc1)C(=O)c1sc2cc(F)ccc2c1Cl
  -3, -3, 0, 0, -6, -2, -5, -1, 4.3
> COCCNc1nc(SCC(=O)N2CCN(c3ccccc3)CC2)nc2ccccc12
  1, 0, -1, 0, -10, -5, 1, -4, -1.1
> C=CCOC(=O)C1=C(C)NC(=O)NC1c1cc2c(cc1Br)OCO2 (stereo not drawn)
  -5, -2, 0, -4, 4, 4, -1, -2, 2.1
> Cc1nc([N+](=O)[O-])c(N2CCOCC2)n1Cc1ccccc1
  2, ., -3, -2, 3, -2, -2, -6, -0.1
> CC1CCN(S(=O)(=O)c2ccc(C(=O)Nc3nnc(C4CC4)o3)cc2)CC1
  -1, -2, 23*, -2, 1, 4, 0, 10, 2.3
> O=C1NC(=Nc2ccc3ccccc3c2)S/C1=C/c1ccco1
  4, 5, 1, 20, 43, -5, 19, -7, -1.6
> Cc1noc(C)c1C(=O)Nc1nccs1
  0, 1, -2, 3, -5, -9, 0, 5, 1.5
> O=C(Nc1ccncc1)c1ccc([N+](=O)[O-])cc1Cl
  -10, -6, -5, 0, 0, -9, 2, -4, 1.4
> COc1ccccc1-c1nnc(SCC(=O)Nc2oc(C)c3c(C)n[nH]c(=O)c23)n1C
  6, 3, -1, 7, -8, -8, -1, 2, -0.5
> C/C(=N\NC(=O)c1ccccc1F)c1ccccn1
  7, 6, 1, 8, -28, -1, -3, -8, -2.4
> COc1cccc(CC2(CO)CCCN(Cc3[nH]c4ccc(C)cc4c3C)C2)c1 (stereo not drawn)
  -1, 0, 2, 12, -5, 2, 3, 0, 2.9
> O=C(O)COc1ccc(/C=C/C(=O)c2ccc3ccccc3c2)cc1
  3, -6, 6, 1, 25, -4, 2, -2, -0.6
> CC(C)c1ccc2oc(=O)cc(CN3CCCCC3)c2c1
  15, 1, -8, 10, -13, -13, -4, 9, -6.7
> COc1cccc(-c2nc(N)nc(SC)c2C#N)c1
  1, 4, 1, 9, -2, 7, -4, 1, 0.4
> Nc1nc(N)nc(-c2ccccn2)n1
  -1, 7, -1, 16, -10, 5, -5, 11, -1.1
> O=C(CCc1nnc(CCCCc2ccccc2)o1)NCc1cccc(F)c1
  1, 10, 1, -2, 2, 1, 1, 1, 3.2
> COc1ccc([C@H]2[C@H](C(=O)C(C)(C)C)N3N=Cc4ccccc4C3[C@]23N=C(c2ccccc2)OC3=O)cc1OC (stereo partly drawn)
  -4, 0, 0, 3, 4, 4, 1, -7, -0.5
> Cn1nc(C(=O)NCc2ccccc2)c2c1-c1ccccc1S(=O)(=O)C2
  1, 1, -3, 5, -2, -1, 0, 4, 2.2
> COc1ccc(CC(=O)Nc2nnc(SCc3ccccc3)s2)cc1S(=O)(=O)N1CCOCC1
  -2, -1, 0, -2, 7, -12, 0, 0, 2.0
> Cc1cc(NC(=O)CN2C(=O)NC(c3ccccc3)(c3ccc(C)c(C)c3)C2=O)no1 (stereo not drawn)
  ., 8, 0, -1, ., 3, ., -4, 3.0
> CCc1cc(=O)oc2cc(C)cc(OCC(=O)N3CCC[C@@H]3C(=O)O)c12
  -2, 3, 9, 0, -2, -8, -1, 8, 3.7
> CCOC(=O)C1CCN(CC(=O)Nc2c(C(=O)OC)[nH]c3ccc(Cl)cc23)CC1
  2, 3, 0, 3, 6, -4, -1, 4, 3.1
> CCn1c(C(=O)N2CCC(Cc3ccccc3)CC2)cc2sccc21
  -1, -8, 2, -3, 2, 14, 1, 5, 0.5
> N#Cc1ccc(C(=O)NCC2CCCCC2)cc1
  0, 0, -1, 2, 3, -3, 1, -6, 0.7
> NS(=O)(=O)c1ccc(N2C(=O)C(=O)/C(=C(/O)c3ccccc3)C2c2ccc(Cl)cc2)cc1 (stereo not drawn)
  0, 4, 10, -1, 4, -3, -2, -2, -1.2
> Cc1ccccc1OCC(=O)Nc1nnc(C2CCCC2)s1
  0, -4, 4, 1, 6, 1, -6, 12, -1.1
> O=C1N=C(N2CCOCC2)S/C1=C\C=C/c1ccccc1
  3, -2, -1, 6, -5, -8, 2, 9, 2.1
> CSc1nsc(SCC(=O)Nc2c(C)n(C)n(-c3ccccc3)c2=O)n1
  0, 2, -2, 1, 3, 5, 0, -5, 1.9
> COC(=O)N/N=C\c1ccc(-c2cc(Cl)c(Cl)cc2Cl)o1
  3, -5, -2, 20, -5, -8, 3, -6, 2.0

# 11 entries from above, ordered by molar mass, low to high:
# Every second line gives: CTSL1 counter, PAFAH2 FP inh, PP1 counter, AHR activator, HCV core dimer, proCasp7 act, TPT1 inh, procasp3 activ, PP5 primary
> COC(CNS(=O)(=O)c1cccc2nonc12)OC
  -4, 5, -2, -3, 9, 2, -2, -3, 1.1
> O=C1c2cccc3c(O)ccc(c23)C(=O)N1Cc1ccccc1
  2, 50*, -44, 21, -12, -22, -47, -5, -30
> Cc1ccccc1OCC(=O)Nc1nnc(C2CCCC2)s1
  0, -4, 4, 1, 6, 1, -6, 12, -1.1
> O=C(CSc1nnc(-c2ccco2)o1)NC1CC2CCC1C2 (stereo not drawn)
  -2, 1, -5, 5, -7, 13, -1, 8, -0.6
> O=C(O)COc1ccc(/C=C/C(=O)c2ccc3ccccc3c2)cc1
  3, -6, 6, 1, 25, -4, 2, -2, -0.6
> Cn1nc(C(=O)NCc2ccccc2)c2c1-c1ccccc1S(=O)(=O)C2
  1, 1, -3, 5, -2, -1, 0, 4, 2.2
> C=CCn1c(SCc2nc(N)nc(N(C)C)n2)nnc1-c1cccnc1
  2, 4, -1, 4, -10, 8, 3, -6, 1.2
> CCc1ccc(S(=O)(=O)c2cn(C)c3cc(OC)c(OC)cc3c2=O)cc1
  3, 7, -4, 2, 2, -7, 4, 3, -1.9
> O=C(c1cc(-c2ccc(Cl)cc2)n(-c2ccc(Cl)cc2)n1)N1CCOCC1
  1, -1, -1, 4, 0, -8, 3, -4, 13*
> COc1ccc(CC(=O)Nc2ccc(S(=O)(=O)Nc3nccs3)cc2)cc1
  -2, 18, 2, 1, -2, -5, -2, 1, 3.2
> COCCNc1nc(SCC(=O)N2CCN(c3ccccc3)CC2)nc2ccccc12
  1, 0, -1, 0, -10, -5, 1, -4, -1.1
